TNAP inh noacc: blocks human TNAP activity with no phosphate acceptor present | P05186 | purified TNAP, CDP-star luminescence, 30 min | inhibition, % at 20 µM | 200,000 tested, 0.26% active | AID 1012;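 active means tissue-nonspecific alkaline phosphatase inhibition above about 50% at 20 µM in the single-dose screen, limit read from the data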;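 further: 0% = DMSO negative control and 100% = EDTA positive control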
Target sequence (P05186 whole entry, looked up): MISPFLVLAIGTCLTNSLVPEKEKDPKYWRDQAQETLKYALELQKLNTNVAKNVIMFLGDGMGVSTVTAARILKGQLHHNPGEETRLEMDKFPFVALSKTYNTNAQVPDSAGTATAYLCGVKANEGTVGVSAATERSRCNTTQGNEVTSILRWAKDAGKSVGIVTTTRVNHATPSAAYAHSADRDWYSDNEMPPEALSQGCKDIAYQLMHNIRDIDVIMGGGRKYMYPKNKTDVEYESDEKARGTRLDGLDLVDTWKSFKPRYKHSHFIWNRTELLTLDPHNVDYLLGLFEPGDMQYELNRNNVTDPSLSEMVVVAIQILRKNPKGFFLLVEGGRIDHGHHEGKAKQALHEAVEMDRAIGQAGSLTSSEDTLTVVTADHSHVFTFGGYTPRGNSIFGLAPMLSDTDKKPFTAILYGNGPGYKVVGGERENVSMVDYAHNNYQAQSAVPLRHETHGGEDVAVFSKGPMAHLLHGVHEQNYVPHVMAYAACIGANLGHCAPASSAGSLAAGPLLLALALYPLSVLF
Efa HMGR inh: E. faecalis class II HMG-CoA reductase inhibition | purified E. faecalis HMGR, NADPH absorbance 340 nm kinetic | inhibition, % at 10 µM | 190,000 tested, 0.41% active | AID 1066;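 active means inhibition above a set limit, the median over all tested compounds plus 3 SD, cut at about 9.5% in these data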;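 further: enzyme runs in reverse so mevalonate oxidation gives rising NADPH absorbance; 0% = complete reaction with DMSO and 100% = background rate lacking mevalonate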
bIAP inhibitor: intestinal alkaline phosphatase (bovine) inhibition; purified bovine IAP, CDP-star luminescence, 30 min; inhibition, % at 20 µM; 190,000 tested, under 10 active;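 active means over 50% inhibition of intestinal alkaline phosphatase at 20 µM in the single-dose screen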
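test system = bovine IAP enzyme | medium = DEA buffer 100 mM, pH 9.8, with MgCl2 1.0 mM, ZnCl2 0.02 mM | detection = luminescence | dosing = single compound dose of 20 µM, 2% DMSO final | incubation = 30 min reaction at room temperature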
PPARg SRC-3 ag: agonists of human PPARgamma SRC-3 coactivator recruitment. activation, % at 8 µM. AID 731. P37231. biochemical PPARgamma/SRC-3 coactivator recruitment assay. 200,000 tested, 0.26% active; in the data active means activation above about 23%;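 further: 0% = DMSO and 100% = reference agonist; some compounds past the cut are filed as inactive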
Target sequence (P37231 whole entry, looked up): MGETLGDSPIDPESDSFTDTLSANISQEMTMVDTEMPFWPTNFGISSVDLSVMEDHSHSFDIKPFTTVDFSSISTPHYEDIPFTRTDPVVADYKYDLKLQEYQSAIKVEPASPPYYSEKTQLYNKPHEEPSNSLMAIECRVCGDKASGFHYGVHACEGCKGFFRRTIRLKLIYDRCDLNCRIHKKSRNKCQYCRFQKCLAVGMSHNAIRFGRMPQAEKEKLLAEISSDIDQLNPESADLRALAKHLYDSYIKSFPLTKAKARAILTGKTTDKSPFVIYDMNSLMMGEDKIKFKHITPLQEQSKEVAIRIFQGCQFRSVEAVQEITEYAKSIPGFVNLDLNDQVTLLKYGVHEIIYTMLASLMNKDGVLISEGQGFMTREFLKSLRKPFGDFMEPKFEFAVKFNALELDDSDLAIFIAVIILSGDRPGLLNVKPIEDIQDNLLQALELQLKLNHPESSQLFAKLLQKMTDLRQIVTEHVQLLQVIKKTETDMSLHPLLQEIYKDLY
TNAP inh hiacc: inhibitors of human TNAP at high phosphate acceptor concentration; P05186; purified TNAP, CDP-star luminescence, 1 M DEA; inhibition, % at 20 µM; 200,000 tested, 0.03% active;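 active means over 50% inhibition of tissue-nonspecific alkaline phosphatase at 20 µM in the single-dose screen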;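 further: plate controls were DMSO wells for no effect and EDTA-quenched wells as full inhibition for full effect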
SRC2 TRFRET art: flags TR-FRET format artefacts in PPARgamma SRC-2 recruitment agonist screen | TR-FRET artefact counter-screen; stronger effect = higher value | TR-FRET ratio at 8 µM | 200,000 tested, 0.4% active; in the data active means TR-FRET ratio above about 2000; further: inactives centre near 1500
bIAP act: increases bovine intestinal alkaline phosphatase activity | AID 1016 | 200,000 tested, 0.17% active | purified bovine IAP, CDP-star luminescence, 30 min; stronger effect = higher value; fold of DMSO-control signal, blank-subtracted | activation factor at 20 µM;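 active means activation factor of 2 or more at 20 µM, a signal rise over negative controls twice the positive control's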
TNAP act hi DEA: increases human TNAP activity under high phosphate acceptor concentration. purified TNAP, CDP-star luminescence, 1 M DEA, 30 min; stronger effect = higher value; 0 = EDTA background, 1 = DMSO-only activity. activation factor at 20 µM. 200,000 tested, under 10 active. AID 1136;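 active means activation factor at least 2 at 20 µM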
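Dosing: 20 µM single point. System: human TNAP. Amount: TNAP 1/800 final. Incubation: 30 min, room temperature. Read-out: TNAP activation factor scaled between EDTA and DMSO control wells. Signal: luminescence from CDP-star hydrolysis. Medium: 1 M DEA, pH 9.8, Mg2+, Zn2+. Control set: EDTA negative control, DMSO positive control.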
PPARg SRC-1 ag: promotes SRC-1 coactivator recruitment by human PPARgamma; PPARgamma-SRC-1 coactivator recruitment biochemical assay; activation, % at 8 µM; 200,000 tested, 0.41% active; in the data active means activation above about 19%;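 further: 0% = DMSO and 100% = reference agonist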
PPARg SRC2 recr: promotes SRC-2 coactivator recruitment by human PPARgamma. 200,000 tested, 0.34% active. AID 1032. PPARgamma LBD-SRC-2 recruitment, biochemical. activation, % at 8 µM; in the data active means activation above about 22%;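 further: 0% = vehicle and 100% = reference agonist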
Numbers without * were called inactive; / = not tested or not shown.

SMILES	TNAP inh noacc	Efa HMGR inh	bIAP inhibitor	PPARg SRC-3 ag	TNAP inh hiacc	SRC2 TRFRET art	bIAP act	TNAP act hi DEA	PPARg SRC-1 ag	PPARg SRC2 recr
Oc1ccc(Br)cc1/C=N/n1cnc2ccccc21	-15	2	-4	-8	-6	1362	1	1.1	0	-5
Nc1nc(Nc2ccc(Cl)cc2)n[nH]1	-8	-5	-7	0	-6	1683	1.1	1.1	6	7
O=C(Cn1cnc2c(nnn2Cc2ccc(Cl)cc2)c1=O)N1CCN(c2ccccc2)CC1	-2	0	1	0	0	1559	1	1	-2	0
COc1ccc(/C(O)=C/c2nc3ccccc3n(-c3ccccc3)c2=O)cc1	6	-1	30	0	1	1437	0.7	1	-3	3
CN(C(=O)N1CCN(c2ccccn2)CC1)c1ccccc1	0	5	-4	-17	-3	1425	1	1	-5	4
CCCN1CCN(CCCNC(=O)C2CCCN(c3nc4ccc(OCC)cc4s3)C2)CC1 (centres undefined)	-12	-7	8	-4	-3	1414	0.9	1	4	4
O=C(Nc1ccccc1N1CCN(C(=O)c2ccccc2)CC1)c1cc(Br)ccc1Cl	-6	-7	1	5	-4	1435	1	1	3	-1
O=C(O)C(Cc1c[nH]c2ccccc12)N1Cc2ccccc2C1=O (centres undefined)	-8	0	-10	1	-4	1408	1.1	1	4	3
O=[N+]([O-])c1ccccc1S(=O)(=O)NCc1ccco1	-9	0	10	6	-2	1645	0.9	1	2	14
C/C(=N/N1CCN(c2ccccc2)CC1)c1cccc([N+](=O)[O-])c1	-4	-5	-5	7	-3	1491	1.1	1	16	5
COC(=O)CSc1nc(C)c(Oc2ccccc2)c(=O)[nH]1	-12	1	-6	-1	-8	1346	1.1	1.1	0	0
O=C(Nc1ccc(Br)cc1Cl)N1CCOCC1	-7	-1	-1	1	-4	1541	1	1	2	-1
CCOC(=O)c1sc2nc(N3CCCC3)c3c(c2c1N)CC(C)(C)OC3	-10	-4	10	12	-5	1642	0.9	1	0	5
CCCOC(=O)c1ccc(N2C(=O)c3ccccc3C2=O)cc1	-20	-5	-2	1	0	1705	1	1	9	1
CC(C)(C)c1ccc(S(=O)(=O)O/N=C2/CCCCC2c2ccc([N+](=O)[O-])cc2[N+](=O)[O-])cc1 (centres undefined)	-4	-5	22	-6	-2	1637	0.8	1	3	10
COc1ccc2occ(C(=O)c3ccccc3)c2c1	-4	-3	20	5	-6	1639	0.8	1.1	-1	5
Cc1[nH]c2ccc(Br)cc2c(=O)c1CN1CCOCC1	-9	-2	10	5	-1	1632	0.9	1	-3	3
O=c1[nH]c(=O)n(CCO)c2nnn(Cc3ccccc3)c12	-9	-6	9	4	-1	1706	0.9	1	0	6
O=c1c(Cl)c(N/N=C/c2ccc(Cl)cc2)cnn1-c1ccccc1	-1	-1	17	0	-4	1690	0.8	1	-1	8
OCCC1CN(Cc2cccc(C(F)(F)F)c2)CCN1Cc1ccccc1 (centres undefined)	-4	-8	-22	-6	-6	1330	1.2	1.1	2	0
CCOC(=O)C1=C(CSc2nncn2C)NC(=O)NC1c1cc(OCC)ccc1OCC (centres undefined)	-4	-3	-25	16	-8	1649	1.2	1.1	4	10
Cc1oc2cc(O)ccc2c(=O)c1N1C(=O)c2ccccc2C1=O	-2	0	2	-8	5	1639	1	1	-7	-4
CCCNS(=O)(=O)c1ccc(NC(=O)c2cccnc2)cc1	-9	-4	23	-4	-1	1521	0.8	1	-1	-4
C=CCn1c(=O)c2ccccc2n2c(SCC(=O)Nc3cc(C)on3)nnc12	-9	-4	6	-5	-1	1562	0.9	1	3	3
CCCCC(=O)Nc1ccc(NC(=O)c2cnccn2)cn1	-2	-3	-8	9	-1	1687	1.1	1	9	8

The closing four entries of the section above open the next one.
SMILES	TNAP inh noacc	Efa HMGR inh	bIAP inhibitor	PPARg SRC-3 ag	TNAP inh hiacc	SRC2 TRFRET art	bIAP act	TNAP act hi DEA	PPARg SRC-1 ag	PPARg SRC2 recr
Cc1oc2cc(O)ccc2c(=O)c1N1C(=O)c2ccccc2C1=O	-2	0	2	-8	5	1639	1	1	-7	-4
CCCNS(=O)(=O)c1ccc(NC(=O)c2cccnc2)cc1	-9	-4	23	-4	-1	1521	0.8	1	-1	-4
C=CCn1c(=O)c2ccccc2n2c(SCC(=O)Nc3cc(C)on3)nnc12	-9	-4	6	-5	-1	1562	0.9	1	3	3
CCCCC(=O)Nc1ccc(NC(=O)c2cnccn2)cn1	-2	-3	-8	9	-1	1687	1.1	1	9	8
CC(C)(C)NC(=O)NC(=O)CSc1ncc(C(F)(F)F)cc1Cl	0	-2	14	12	1	1590	0.9	1	10	4
COc1ccc(-c2nnc(SCc3ccccc3)n2N)cc1	-12	4	-2	5	-2	1650	1	1	2	-1
O=C(CN1C(=O)CSC1=O)c1ccccc1	4	0	1	-2	1	1389	1	1	5	-4
CCc1nnc(NC(=O)CN2CCN(c3cccc(OC)c3)CC2)s1	-8	-5	-7	-1	-6	1423	1.1	1.1	8	1
Cn1c2c(c(=O)n(C)c1=O)C(NC(=O)c1cccs1)(C(F)(F)F)C(=O)N2 (centres undefined)	-1	-3	7	13	1	1418	0.9	1	3	11
COc1ccc(OC)c(Nc2ncnc3sc(-c4ccccc4)cc23)c1	-20	-2	-1	9	0	1580	1	1	11	13
Cc1ccc(C)c(NCc2n[nH]c(=S)n2-c2ccccc2)c1	-12	-7	-4	7	-4	1628	1	1	2	8
CC1CCCN(S(=O)(=O)c2ccc(S(=O)(=O)N3CCC4(CC3)OCCO4)cc2)C1 (centres undefined)	-16	-3	/	1	-3	1607	0.3	1	16	5
CCOc1ccc(N(CC(=O)Nc2ccccc2C)S(=O)(=O)c2c(C)noc2C)cc1	-13	-6	-9	20	-8	1704	1.1	1.1	1	4
O=C(Nc1ccn(-c2ccccc2)n1)c1ccc(Cl)cc1	-9	-5	14	-2	4	1452	0.9	1	-8	0
N=c1c(C(=O)NCc2ccc(F)cc2)cc2c(=O)n3ccccc3nc2n1Cc1ccco1	-6	-3	4	5	3	1752	1	1	-1	4
CCOC(=O)C1CCN(Cc2nc3ccccc3c(=O)n2-c2ccc(OCC)cc2)CC1	10	0	-5	8	2	1449	1.1	1	6	12
COc1ccc(S(=O)(=O)Nc2ccccc2C)cc1C(=O)N1CCOCC1	-4	-1	-7	-1	0	1583	1.1	1	0	-1
O=C(Cc1ccc(Br)cc1)N1CCCCCC1	-8	3	12	5	-6	1694	0.9	1.1	0	0
Cc1cc(S(=O)(=O)NCc2cccs2)ccc1-n1cnnn1	13	-6	0	-2	3	1559	1	1	12	6
CCc1nn(C(C)C(=O)NC(C)CCc2ccco2)c(=O)c2cc3occc3n12 (centres undefined)	-6	-3	-8	0	0	1598	1.1	1	4	8
COc1ccc(NC(=O)Cc2ccc(-c3ccccc3)cc2)cn1	-4	-3	2	2	-4	1518	1	1	3	4
Cc1ccc(-c2nn(-c3ccccc3)cc2C(N)=O)o1	-8	-1	11	5	-5	1562	0.9	1.1	2	4
Cc1c(Cl)cccc1N1C(=O)CC(NNC(=O)c2cccs2)C1=O (centres undefined)	-23	1	10	3	-8	1790	0.9	1.1	4	12
CS(=O)(=O)N(Cc1ccccc1Cl)c1ccc(C(=O)NCc2cccnc2)cc1	-4	1	-32	1	-2	1654	1.3	1	1	3
Nc1c(C(=O)NCCc2ccccc2)sc2nc(N3CCOCC3)c3c(c12)CCCC3	-11	-4	-8	10	-2	1785	1.1	1	12	9
Brc1ccc(OCc2ccccc2)c(CNCC2CCCO2)c1 (centres undefined)	-12	-1	-4	0	-6	1378	1	1.1	-3	-1
O=C(Nc1ccc(F)cc1)N(CCCN1CCOCC1)Cc1cc2cc3c(cc2[nH]c1=O)OCCO3	-12	0	-2	-4	-4	1395	1	1	3	-10
COc1ccc(C2/C(=C(/O)c3ccccc3)C(=O)C(=O)N2C)cc1 (centres undefined)	-14	0	4	-10	-5	1540	1	1	-11	-3
O=C(NCc1nnc(SCC(=O)N2CCN(c3ccccc3)CC2)o1)c1ccco1	-8	6	/	-3	-6	1434	0.5	1.1	-3	-1
Further results
SMILES	TNAP inh noacc	Efa HMGR inh	bIAP inhibitor	PPARg SRC-3 ag	TNAP inh hiacc	SRC2 TRFRET art	bIAP act	TNAP act hi DEA	PPARg SRC-1 ag	PPARg SRC2 recr
O=C(NCC(=O)N(c1ccc2c(c1)OCCO2)C(C(=O)NC1CCCC1)c1ccco1)c1ccco1 (centres undefined)	1	-3	5	9	-2	1527	0.9	1	4	5
COc1ccc(N=Cc2c(O)[nH]c3ccccc23)cc1	8	2	11	13	-1	1890	0.9	1	7	19
COc1ccc(N(CC(O)CN2C(=O)NC(C)(C)C2=O)S(=O)(=O)c2ccccc2)cc1 (centres undefined)	-24	-4	8	-3	-4	1333	0.9	1	5	1
CN(CCOc1ccc(-c2ccn(S(=O)(=O)c3cccc4ccccc34)n2)cc1)c1ccccn1	-9	-1	12	5	1	1685	0.9	1	13	12
O=C(c1ccccc1)c1cccn1CC(=O)N1CCN(C2CCCCC2)CC1	-3	/	-1	-1	0	1494	1	1	-6	-4
COc1ccc(C(=O)NNC(=S)NC(=O)/C=C/c2cccs2)cc1	-26	-2	-9	2	1	1565	1.1	1	-1	3
Cc1ccc(NC(=O)c2ccccc2Br)cc1S(=O)(=O)N(C)C	-11	-2	-2	2	-6	1543	1	1.1	6	6
CCOc1ccc(Cn2nnc(C(=O)NCCc3ccc(Cl)cc3)c2N)cc1	-12	-1	6	-1	-6	1748	0.9	1.1	4	5
O=C(CN1CCCCC1)NC(=O)NC1CCCC1	-7	0	-16	1	-3	1526	1.2	1	-7	-2
O=c1cc(Nc2ccc3c(c2)OCO3)[nH]c(=O)n1-c1ccc(Br)cc1	-3	-4	3	-11	2	1576	1	1	0	-2
CCOc1cc(NC(=O)c2ccco2)c(OCC)cc1NC(=O)Cc1ccc(OC)c(OC)c1	-3	-4	-3	6	-6	1494	1	1.1	1	3
O=C1CSC(=Nc2ccccc2Cl)N1	-6	-2	7	-3	-5	1391	0.9	1	10	-9
CCCCNC(=O)C1C2C=CC(C2)C1C(=O)O (centres undefined)	-18	-5	19	-2	-4	1429	0.8	1	1	6
COc1ccc(NC(=S)NCc2cccs2)cc1OC	-6	-4	7	1	-2	1503	0.9	1	9	1
COCCNC(=S)N/N=C(\C)c1ccc(Cl)c(Cl)c1Cl	-12	-3	1	2	-4	1766	1	1	8	6
CC(/C=C/C=C/c1ccccc1)=N/NC(=O)CNc1ccccc1C	-1	-5	13	-6	1	1490	0.9	1	-5	6
O=C(NC1CCCC1)c1csc2c1CCCC2	4	-4	14	-4	-7	1569	0.9	1.1	6	5
COC(=O)c1c(C)nc2ccccc2c1-c1ccccc1	-5	2	0	-2	-1	1491	1	1	3	-5
CCc1ccc(NC(=O)c2onc(C)c2Cl)cc1	-10	-6	12	-3	-2	1637	0.9	1	2	4

Random excerpt: three records from the list, in no set order.
SMILES	TNAP inh noacc	Efa HMGR inh	bIAP inhibitor	PPARg SRC-3 ag	TNAP inh hiacc	SRC2 TRFRET art	bIAP act	TNAP act hi DEA	PPARg SRC-1 ag	PPARg SRC2 recr
CCCCNC(=O)C1C2C=CC(C2)C1C(=O)O (centres undefined)	-18	-5	19	-2	-4	1429	0.8	1	1	6
CN(CCOc1ccc(-c2ccn(S(=O)(=O)c3cccc4ccccc34)n2)cc1)c1ccccn1	-9	-1	12	5	1	1685	0.9	1	13	12
O=C1CSC(=Nc2ccccc2Cl)N1	-6	-2	7	-3	-5	1391	0.9	1	10	-9
